RGS7-Gao: RGS7-Galphao binding modulators, primary screen, biochemical, multiplexed bead flow cytometry; Guanine nucleotide-binding protein G(o) subunit alpha (Homo sapiens), P09471; actives lie on both sides; binding response (% of control), % at 10 µM; 220,000 compounds, 0.35% hits; AID 1439, 2008; in the data active = binding response below about 49% or above about 150%; inconclusive = no clear call, values can overlap the other calls; inactive = in between;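 note: fluorescent Galphao held in activated GDP-AlF4 state binding bead-coupled RGS7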
ABCG2 inh: ABCG2 efflux pump inhibitors, primary screen, multiplex with ABCB1, IgMXP3 cells, flow cytometry | 190,000 compounds, 0.1% hits | inhibition, % at 6.6 µM | JC-1 efflux | AID 1325, 2008 | Broad substrate specificity ATP-binding cassette transporter ABCG2 (Homo sapiens), Q9UNQ0;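 active = inhibition above 80%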;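 note: 0% = DMSO and 100% = nicardipine control wells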
Target sequence (Q9UNQ0 whole entry, looked up): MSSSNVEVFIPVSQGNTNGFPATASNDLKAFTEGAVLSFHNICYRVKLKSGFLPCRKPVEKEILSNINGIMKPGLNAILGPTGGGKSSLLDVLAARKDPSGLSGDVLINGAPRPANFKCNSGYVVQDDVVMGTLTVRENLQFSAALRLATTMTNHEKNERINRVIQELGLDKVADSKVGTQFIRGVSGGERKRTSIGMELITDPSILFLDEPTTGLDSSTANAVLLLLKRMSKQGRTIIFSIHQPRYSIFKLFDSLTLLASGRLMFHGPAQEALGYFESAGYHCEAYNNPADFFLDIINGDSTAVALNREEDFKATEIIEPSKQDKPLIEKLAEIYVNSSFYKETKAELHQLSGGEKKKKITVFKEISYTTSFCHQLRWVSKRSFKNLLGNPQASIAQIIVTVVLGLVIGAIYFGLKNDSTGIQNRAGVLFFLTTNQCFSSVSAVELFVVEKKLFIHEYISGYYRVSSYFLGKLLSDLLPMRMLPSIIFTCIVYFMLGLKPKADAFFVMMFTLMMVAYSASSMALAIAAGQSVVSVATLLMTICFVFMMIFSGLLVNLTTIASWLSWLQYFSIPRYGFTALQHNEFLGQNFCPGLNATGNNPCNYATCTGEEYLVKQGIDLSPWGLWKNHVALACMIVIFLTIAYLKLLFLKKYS
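Measure – % inhibition of efflux relative to nicardipine and DMSO · Test system – ABCG2 IgMXP3 and barcoded ABCB1 CCRF-Adr cell mix · Control set – nicardipine as high control, DMSO as low control · Compound – one concentration, 6.6 µM final · Signal – flow cytometry of retained JC-1 fluorescence · Timing – 10 min exposure at 25 °C with rotation, no wash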
Bcl-W Bim block: inhibitors of Bim binding to Bcl-W, primary screen, biochemical, multiplexed, bead-based flow cytometry; 190,000 compounds, 0.02% hits; Bim peptide-Bcl-W binding; inhibition, % at 10 µM;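 note: 0% = bound tracer without compound and 100% = peptide blocker; higher means less fluorescent Bim peptide bound to Bcl-W beads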
Target sequence (Q92843 whole entry, looked up): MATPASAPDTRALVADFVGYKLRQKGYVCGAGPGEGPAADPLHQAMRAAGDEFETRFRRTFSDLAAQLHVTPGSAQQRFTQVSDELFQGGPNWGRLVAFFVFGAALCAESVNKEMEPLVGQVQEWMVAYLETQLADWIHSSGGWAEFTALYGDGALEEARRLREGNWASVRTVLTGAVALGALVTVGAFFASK
ABCB1 block: ABCB1 efflux pump inhibitors, primary screen, cell-based, multiplex, flow cytometry, ABCG2 counter-screen | ATP-dependent translocase ABCB1 (Homo sapiens), P08183 | CCRF-Adr cells, JC-1 efflux | inhibition, % at 6.6 µM | 190,000 compounds, 0.067% hits; in the data active = inhibition above about 40%;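 note: 0% = vehicle and 100% = reference inhibitor; higher value means more JC-1 retained so stronger ABCB1 efflux block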
Bim-Bcl-2: inhibitors of Bim-Bcl-2 binding, primary screen, biochemical, multiplexed, human Bcl-2 family; Bead-based flow cytometry, Bim peptide-Bcl-2 binding; Apoptosis regulator Bcl-2 (Homo sapiens), P10415; inhibition, % at 10 µM; AID 950, 2007; 190,000 compounds, 0.06% hits; in the data active = inhibition above about 40%; inconclusive = no clear call, values can overlap the other calls;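 note: 0% = no compound wells with probe peptide and 100% = reference peptide inhibitor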
Target sequence (P10415 whole entry, looked up): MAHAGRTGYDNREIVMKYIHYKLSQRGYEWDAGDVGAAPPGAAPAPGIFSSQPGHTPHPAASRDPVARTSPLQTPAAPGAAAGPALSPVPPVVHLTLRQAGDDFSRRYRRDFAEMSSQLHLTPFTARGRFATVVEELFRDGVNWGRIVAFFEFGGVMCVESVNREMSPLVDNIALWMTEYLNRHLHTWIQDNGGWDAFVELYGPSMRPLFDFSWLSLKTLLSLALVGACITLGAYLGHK
Bim-Bfl-1: inhibitors of Bim binding to Bfl-1, primary screen, biochemical, multiplexed, bead-based flow cytometry; Bim-Bfl-1 binding inhibition; inhibition, % at 10 µM; AID 1008, 2008; 190,000 compounds, 0.12% hits;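 note: 0% = wells without compound plus tracer and 100% = blocker peptide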
Bcl-B Bim block: inhibitors of Bim-Bcl-B binding, primary screen, biochemical, multiplexed, human Bcl-2 family | 190,000 compounds, 0.073% hits | Bcl-2-like protein 10 (Homo sapiens), Q9HD36 | bead-based flow cytometry, Bim peptide-Bcl-B binding | inhibition, % at 10 µM;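 note: 0% = tracer peptide without compound and 100% = reference inhibitor peptide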
Bim-Bcl-XL: inhibitors of Bim-Bcl-XL binding, primary screen, biochemical, multiplexed, bead flow cytometry, human Bcl-XL. inhibition, % at 10 µM. AID 1007, 2008. Bim peptide-Bcl-XL binding, fluorescence. 190,000 compounds, 0.04% hits. Bcl-2-like protein 1 (Homo sapiens), Q07817
RGS4-Gao reg: modulators of RGS4 binding to Galphao, primary screen, biochemical, multiplexed bead flow cytometry | actives lie on both sides | 220,000 compounds, 0.33% hits | binding response (% of control), % at 10 µM | AID 1415, 2008 | Guanine nucleotide-binding protein G(o) subunit alpha (Homo sapiens), P09471; in the data active = binding response below about 49% or above about 150%; inactive = in between;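 note: fluorescent Galphao activated with aluminum fluoride binding bead-coupled RGS4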
Bim-Mcl-1: inhibitors of Bim peptide binding to Mcl-1, primary screen, biochemical, bead-based flow cytometry, multiplex | Induced myeloid leukemia cell differentiation protein Mcl-1 (Homo sapiens), Q07820 | Bim peptide-Mcl-1 binding | inhibition, % at 10 µM | 190,000 compounds, 0.1% hits | AID 1009, 2008;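 note: 0% = no compound tracer wells and 100% = peptide blocker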
RGS8-Gao reg: RGS8-Galphao binding modulators, primary screen, biochemical, multiplexed bead flow cytometry. Guanine nucleotide-binding protein G(o) subunit alpha (Homo sapiens), P09471. actives lie on both sides. response (percent of control binding), % at 10 µM. 220,000 compounds, 0.34% hits; in the data active = response below about 60% or above about 140%; inactive = in between;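 note: Galphao activated as the GDP aluminium fluoride complex binding bead-coupled RGS8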
* marks the source's active call; other numbers are inactive results; ? = inconclusive. Cut-off read from the data, not from the text of the source, unless noted: active = inhibition above about 40%.

SMILES	RGS7-Gao	ABCG2 inh	Bcl-W Bim block	ABCB1 block	Bim-Bcl-2	Bim-Bfl-1	Bcl-B Bim block	Bim-Bcl-XL	RGS4-Gao reg	Bim-Mcl-1	RGS8-Gao reg
CCC(CO)NCc1ccccc1OC(C)C (stereo not drawn)	100	0	-2	0.0	0	-4	0	0	99	0	102
O=C(Nc1ccccc1O)c1ccc(NS(=O)(=O)c2cccc3cccnc23)cc1	100	1	-1	2.7	-9	-8	-13	-3	97	-6	99
Cc1cccc(OCCn2nc(C(=O)O)c3ccccc3c2=O)c1	100	40	-5	2.6	-12	-20	-9	-11	95	-3	96
COC(=O)c1ccc(=O)n(Cc2ccc3c(c2)OCO3)c1	95	2	1	0.2	-8	-10	-9	-6	101	0	104
COc1cc(N=c2oc3c(C)ncc(CO)c3cc2C(N)=O)cc(OC)c1OC	105	10	1	1.0	-1	-1	0	-2	101	1	99
CCCC(=O)c1c[nH]c(C(=O)NCCCN2CCOCC2)c1	100	1	0	0.6	-5	-1	0	1	103	-1	102
COc1ccccc1C1C(C(C)=O)=C(O)C(=O)N1CCc1ccccc1 (stereo not drawn)	102	0	3	-0.1	-2	-10	-2	-1	101	5	101
Cc1nn(-c2ccccn2)c2c1C(c1ccccc1Cl)C1=C(N2)c2ccccc2C1=O (stereo not drawn)	96	9	-6	4.8	-13	-16	-12	-10	101	-6	98
CC(=O)c1c(C)[nH]c(-c2ccccc2)c1C	98	8	-1	0.1	0	0	-2	-7	96	-2	76
Cc1ccc(-c2nnc(SCC(=O)Nc3ccccc3N3CCOCC3)o2)cc1	97	1	-1	0.1	-2	-2	-1	-3	96	-3	98
Cc1nc2sc(C(=O)OC(C)C)c(N)c2c(C)c1C	117	4	-3	0.6	-4	-5	-9	-3	116	0	118
CCc1ccc(-c2cc(C(F)(F)F)n3nc(C(=O)Nc4c(C)nn(Cc5ccc(F)cc5)c4C)cc3n2)s1	99	34	4	10	-6	-15	-15	-4	103	-1	102
O=C(CSc1nnc(NC(=O)C2CC2)s1)Nc1ccc(F)cc1	94	1	3	0.1	-3	0	1	0	96	2	98
O=C(COC(=O)c1cc(-c2ccncc2)nc2ccccc12)Nc1ccc2c(c1)OCO2	100	12	-6	2.6	-9	-7	-5	-11	103	-13	105
COc1ccc(CC(=O)Nc2cccc(S(=O)(=O)N3CCCCCC3)c2)cc1OC	100	0	0	3.0	-10	-4	-4	-3	98	-1	101
O=C1N(Cc2ccccc2)CCCC12CCCN(Cc1ccccc1)C2=O	99	2	1	1.4	-11	-10	-6	-3	100	-1	99
C=CCNc1nc(Cl)nc(Nc2ccc(OCC)cc2)n1	104	0	-1	0.7	1	0	-1	-1	102	-1	104
O=C(Cc1c(F)cccc1Cl)NCC1CCCO1 (stereo not drawn)	96	0	0	0.0	-1	0	-1	-1	95	-2	98
O=C(O)c1ccccc1NC(=O)C1CCCO1 (stereo not drawn)	102	2	-2	0.1	-4	-5	-2	0	98	0	96
O=C(N/N=C/c1c[nH]c2ccc(Br)cc12)c1ccncc1	102	18	-5	-0.8	0	0	-5	-6	106	-6	104
Cc1occc1C(=O)N/N=C/c1sc(N2CCOCC2)nc1-c1ccccc1	99	-1	0	-1.3	4	5	-2	-2	98	0	99
O=C(c1ccccc1)N1CCC(c2nc(-c3ccc(S(=O)(=O)NCC4CCCO4)cc3)no2)CC1 (stereo not drawn)	98	2	0	0.4	-3	-10	-5	-1	99	4	98
COc1ccc(CC(=O)N(Cc2cc3cc(OC)ccc3[nH]c2=O)C(C)C)cc1	103	1	-1	0.3	1	-11	-6	-3	104	6	103
NC(=O)c1cc(-c2ccccc2)sc1NC(=O)CN1CCCCC1	106	4	-4	0.6	-1	-1	-5	-5	103	-2	100
CC(=O)Nc1cccc(Cn2cccn2)c1	105	1	-1	0.4	-8	-11	-10	-14	101	-3	104

One compound at a time, from the list above:
COC(=O)c1ccc(=O)n(Cc2ccc3c(c2)OCO3)c1 across the screens: RGS7-Gao: 95; ABCG2 inh: 2; Bcl-W Bim block: 1; ABCB1 block: 0.2; Bim-Bcl-2: -8; Bim-Bfl-1: -10; Bcl-B Bim block: -9; Bim-Bcl-XL: -6; RGS4-Gao reg: 101; Bim-Mcl-1: 0; RGS8-Gao reg: 104
O=C(Nc1ccccc1O)c1ccc(NS(=O)(=O)c2cccc3cccnc23)cc1 across the screens: RGS7-Gao: 100; ABCG2 inh: 1; Bcl-W Bim block: -1; ABCB1 block: 2.7; Bim-Bcl-2: -9; Bim-Bfl-1: -8; Bcl-B Bim block: -13; Bim-Bcl-XL: -3; RGS4-Gao reg: 97; Bim-Mcl-1: -6; RGS8-Gao reg: 99

New compounds follow.
SMILES	RGS7-Gao	ABCG2 inh	Bcl-W Bim block	ABCB1 block	Bim-Bcl-2	Bim-Bfl-1	Bcl-B Bim block	Bim-Bcl-XL	RGS4-Gao reg	Bim-Mcl-1	RGS8-Gao reg
CCOC(=O)c1sc(-c2ccccc2)cc1NC(=O)CSc1nnnn1C	108	8	-1	1.3	-2	-4	-4	0	110	0	123
O=C(c1nc2n(n1)C(c1ccc(Cl)cc1)C=C(c1ccccc1)N2)N1CCOCC1 (stereo not drawn)	100	3	-4	1.7	-10	0	-2	1	103	-4	104
Cc1cc(C)c(S(=O)(=O)c2ccccc2C)c(N(C)C)n1	94	1	0	0.1	-2	-2	-2	-4	96	-1	97
O=C(O)CCCC(=O)NCCc1ccncc1	92	0	1	0.1	-6	-9	-2	-3	90	-1	93
Cc1cc(O)c(C(C[N+](=O)[O-])c2ccc(Cl)cc2Cl)c(=O)o1 (stereo not drawn)	95	9	0	0.7	-3	-16	-13	-10	95	-2	98
NC(=O)NC(=O)CC1S/C(=N/N=C2\CSC(=O)N2)NC1=O (stereo not drawn)	96	-1	0	-0.2	0	-6	0	-4	98	0	101
N#C/C(=C\c1ccc(C(=O)O)cc1)c1ccccn1	99	4	-1	0.0	0	4	0	-1	102	-2	98
O=C(CCn1c(=O)c2ccccc2n(CC(=O)NCCC2=CCCCC2)c1=O)NCc1ccco1	114	5	2	0.8	-5	-5	-4	-2	108	2	103
COc1cc(S(=O)(=O)N2CCN(Cc3ccc4c(c3)OCO4)CC2)c(C)cc1C	102	0	-2	0.2	-2	-3	-3	0	101	-2	102
COc1ccc(NC(=S)NC(NC(=O)c2ccccc2Cl)C(Cl)(Cl)Cl)c([N+](=O)[O-])c1 (stereo not drawn)	101	20	-2	-1.3	-4	-11	-13	-10	97	-4	100
CC(C)OC(=O)c1cccc(NC(=O)CSc2nnc(N)s2)c1	99	18	0	0.9	-1	-5	0	0	100	0	99
CCOC(=O)N1CCN(S(=O)(=O)c2ccc(C(=O)Nc3ccc(F)cc3F)cc2)CC1	102	5	-5	1.5	0	-1	-5	-7	99	-3	100
C/C(=N\NC(=O)c1cc(-c2ccccn2)nc2ccccc12)c1cccc([N+](=O)[O-])c1	96	8	2	0.3	-2	-3	-1	-4	94	0	97
Cc1ccccc1Cn1c(=N)n(CC(O)c2ccco2)c2ccccc21 (stereo not drawn)	102	3	-3	0.8	-10	-13	-10	-14	106	-3	106
O=C(/C=C/c1ncc(C(F)(F)F)cc1Cl)OCc1ccccc1	99	-1	1	0.0	-7	-13	-5	-5	95	-3	101
Cc1cc(C)n2nc(SC(C)C(=O)Nc3ccc(Cl)cn3)nc2n1 (stereo not drawn)	104	2	-2	1.0	-5	-8	-4	-1	101	-3	104
O=c1cc(O)c(-c2cccc(Cl)c2)c(Cl)[nH]1	95	1	1	0.2	-9	-8	-13	-4	82	0	90
O=C(NCc1ccc2c(c1)OCO2)c1ccc(N2C(=O)C3CCCCC3C2=O)cc1 (stereo not drawn)	103	2	-2	0.8	-4	-11	-12	0	103	-3	103
COc1ccc(NS(=O)(=O)c2cccc(N/C(=N\S(=O)(=O)c3ccccc3)c3ccc(F)cc3)c2)cc1	97	-10	-1	-0.8	-5	0	-3	-2	98	-1	91
Cc1ccc(OCCn2c(=O)cnc3ccccc32)cc1	86	7	-4	0.3	0	0	-5	-4	85	-2	88
O=C(Nc1ccccc1N1CCCC1)c1cccnc1	100	0	-2	0.2	-7	-1	-2	-7	99	-2	96
CSc1ccccc1NC(=O)COC(=O)c1ccccc1Cc1ccccc1	97	30	-4	1.2	-6	-3	-5	-6	100	-2	102
O=C(NC(=S)Nc1ccc(Cc2ccncc2)cc1)c1ccccc1Cl	100	11	-7	0.1	-5	-11	-12	-18	102	-5	99
Cc1ccc(NC(=O)c2cc3c(s2)CCCC3)cc1	?	26	3	0.4	3	-2	-4	-2	99	2	101
Cc1cc(NC(=O)COC(=O)c2cccc(S(=O)(=O)N3CCOCC3)c2)no1	98	6	-1	0.7	-11	-11	-9	-12	103	-2	101
Other results
SMILES	RGS7-Gao	ABCG2 inh	Bcl-W Bim block	ABCB1 block	Bim-Bcl-2	Bim-Bfl-1	Bcl-B Bim block	Bim-Bcl-XL	RGS4-Gao reg	Bim-Mcl-1	RGS8-Gao reg
COC(=O)c1ccc(C2C(C(=O)c3cc4ccccc4o3)=C(O)C(=O)N2CCCN(C)C)cc1 (stereo not drawn)	105	-5	2	-0.1	-9	-14	-4	-5	101	0	105
O=C(COC(=O)C1CC2C=CC1C2)Nc1ccccc1F (stereo not drawn)	105	12	-2	0.8	-6	-7	-4	-4	102	0	102
S=C(NCc1cccnc1)Nc1cccc2ccccc12	102	-4	2	-0.4	-1	-1	0	0	104	0	104
O=C(c1cccs1)N(CC1CCCO1)c1nc(-c2ccccc2)cs1 (stereo not drawn)	98	7	-1	0.6	-1	-2	-1	-7	98	0	94
O=C(O)c1ccc(NC(CSCc2ccc(F)cc2)C(=O)O)c([N+](=O)[O-])c1 (stereo not drawn)	103	9	-4	0.4	-10	-13	-10	-16	101	-5	100
O=C1C=CC(=O)N1c1ccc(N2CCCCC2)cc1	87	2	-2	-0.1	3	11	2	-5	95	0	89
O=C(NC(=S)NNC(=O)c1cc2ccccc2cc1O)c1ccco1	101	-12	0	-1.7	0	-3	-6	-6	101	-1	103
O=[N+]([O-])c1ccc(NNC(=S)Nc2ccc(F)cc2)cc1	100	-2	-3	-1.2	-1	10	-30	-9	100	-2	97
COc1ccccc1NCCC(=O)OCC(=O)Nc1ccc(Cl)cn1	101	0	-1	-2.8	-13	-6	-11	-3	101	-1	101
Cc1ccc(Cl)c2c1=NC(=O)C=2c1[nH]c(=S)[nH]c1O	?	6	3	0.2	0	-2	0	0	100	1	99
O=C(CN(Cc1ccco1)C(=O)CNS(=O)(=O)c1ccc(F)cc1)NCCc1ccccc1	112	0	-2	0.5	-1	-1	0	-22	118	-3	136

Screens deposited in PubChem by NMMLSC.
